# HP1b chromo inh – HP1-beta chromodomain-methylated histone interaction inhibition; P83916; AlphaScreen HP1-beta / biotin-H3K9me3 peptide binding; Potency, µM (titrated, usually from 114 µM), inactives show at the highest dose activity change, negative = inhibition, hits mostly inhibitors; 390,000 tested, 0.56% active; AID 540317; note: potency is the fitted concentration of half-maximal effect; nearly all actives have a fitted effect of over 70% in size; inactives centre near 23
#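 Compound inhibition of the preformed complex between 50 nM HP1-beta and 50 nM biotinylated H3K9me3 peptide was read by AlphaScreen. Buffer was PBS pH 7.4 with 0.01% Tween-20. Incubations ran 30 min at room temperature, with 10 ug/mL donor/acceptor beads.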
# POLH inh – inhibitors of human DNA polymerase eta | recombinant Pol eta, fluorescent DNA replication assay | 390,000 tested, 1.2% active | Q9Y253 | Potency, µM (top dose mostly 114 µM), for the others: at the highest dose activity change, negative = inhibition, actives largely listed as inhibitors; note: potency is the fitted concentration of half-maximal effect; % is set by controls: 0 for no effect and ±100 for the full control effect
#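 Pol eta (10 nM) was preincubated with compounds for 15 min at room temperature, after which fluorescent replication substrate (50 nM final) was added to start the reaction. Fluorescence was read kinetically at 0 and 10 min.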
# JMJD2A Tudor inh – inhibitors of human JMJD2A Tudor domain; O75164; AlphaScreen JMJD2A-Tudor / H3K4me3 peptide binding; Potency, µM (doses to about 114 µM), for inactives: at the top dose activity change, negative = inhibition, actives largely listed as inhibitors; 390,000 tested, 4.4% active; note: potency is the fitted concentration of half-maximal effect; % is set by controls: 0 for no effect and ±100 for the full control effect; nearly all actives have a fitted effect of over 50% in size
# GLS inhibitor – inhibitors of human glutaminase (GLS) | GLS enzymatic activity, qHTS titration | Potency, µM (doses to about 45.5 µM), inactives show top-dose activity change, negative = inhibition, usual class: inhibitors | O94925 | AID 624170 | 410,000 tested, 0.21% active; note: potency is the fitted concentration of half-maximal effect; % is set by controls: 0 for no effect and ±100 for the full control effect
#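 Assay buffer: 45 mM KH2PO4 pH 8.2, 0.02% Tween-20. hKGA acts on L-glutamine (1 mM solution added); product glutamate is reported by an oxidase/peroxidase Amplex Red coupling, with fluorescence taken at baseline and 30 min.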
# PI4K2A inh – inhibitors of human PI4K2A. Q9BTU6. purified PI4K2A, ADP-Glo luminescence, 1 h; hits give low values. activity change, negative = inhibition, % at 76.9 µM. 420,000 tested, 0.13% active. AID 1346378; in the data active = activity change below about -50%; inconclusive = mostly about -30% to -49%;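 note: -100% = wells without enzyme as full effect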
# Target sequence (Q9BTU6 whole entry, looked up): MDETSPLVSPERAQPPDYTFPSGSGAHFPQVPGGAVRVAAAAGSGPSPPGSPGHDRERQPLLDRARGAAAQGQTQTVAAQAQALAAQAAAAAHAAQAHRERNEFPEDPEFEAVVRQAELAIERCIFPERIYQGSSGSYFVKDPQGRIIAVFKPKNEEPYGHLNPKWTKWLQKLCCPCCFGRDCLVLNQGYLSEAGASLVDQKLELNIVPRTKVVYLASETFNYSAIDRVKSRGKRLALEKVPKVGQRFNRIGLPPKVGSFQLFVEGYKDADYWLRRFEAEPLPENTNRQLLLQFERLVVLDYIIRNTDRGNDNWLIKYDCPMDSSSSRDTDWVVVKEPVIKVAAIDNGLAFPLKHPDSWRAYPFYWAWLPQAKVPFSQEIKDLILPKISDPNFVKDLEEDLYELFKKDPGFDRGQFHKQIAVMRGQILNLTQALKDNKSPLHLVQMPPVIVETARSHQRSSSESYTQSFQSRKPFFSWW
#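 Compounds are screened against recombinant PI4K2A using PI as substrate and ATP, the latter dispensed at 300 microM. Reactions run one hour at ambient temperature before ADP-Glo detection; full inhibition defined by wells lacking enzyme.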
# Pin1 inhibitor – human Pin1 inhibition. Pin1 FP peptide displacement, HiFluor488, 10 min. Potency, µM (titrated, usually from 115 µM), for inactives: at the top dose activity, negative = inhibition, hits mostly inhibitors. 390,000 tested, 0.009% active. AID 504891; active = well fitted inhibition curve with a large enough effect in the polarisation, with a control signal flat, not every such curve was filed as active; inconclusive = small, poorly fitted or top-dose-only effect, or effect the other way, or a change in a side signal; inactive = no such curve, though single readings can be large or run the other way; the % refers to the polarisation; note: potency is the fitted concentration of half-maximal effect; % is set by controls: 0 for no effect and ±100 for the full control effect
# Target sequence (Q13526 whole entry, looked up): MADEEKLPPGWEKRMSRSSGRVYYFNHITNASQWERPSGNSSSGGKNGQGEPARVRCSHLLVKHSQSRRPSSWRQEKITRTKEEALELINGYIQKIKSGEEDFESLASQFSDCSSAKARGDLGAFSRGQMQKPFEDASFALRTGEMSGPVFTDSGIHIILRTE
# G9a inh – blocks human histone lysine methyltransferase G9a; 350,000 tested, 8.8% active; AID 504332; Potency, µM (series often up to 102 µM), inactives show at the top dose activity, negative = inhibition, usual class: inhibitors; G9a H3K9 monomethylation, AlphaScreen, 2 h; Q96KQ7; note: potency is the fitted concentration of half-maximal effect; % is set by controls: 0 for no effect and ±100 for the full control effect; nearly all actives have a fitted effect of over 75% in size
#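 Using a bead-based AlphaScreen, monomethylated H3K9 product from 2 h room-temperature reactions (G9a 20 nM, peptide 500 nM, SAM 20 uM) was detected with 0.5 ug/mL rabbit anti-H3K9me1 antibody.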
# BAZ2B inh – inhibitors of human BAZ2B bromodomain; Q9UIF8; AlphaScreen BAZ2B-H3K14Ac peptide displacement; Potency, µM (doses to about 114 µM), without a hit: at the top dose activity change, negative = inhibition, actives largely listed as inhibitors; 360,000 tested, 4.4% active; AID 504333; note: potency is the fitted concentration of half-maximal effect; % is set by controls: 0 for no effect and ±100 for the full control effect; nearly all actives have a fitted effect of over 60% in size
#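 Inhibition is scored as reduced AlphaScreen emission. The BAZ2B/b-H3(5-23)K14Ac complex (50 nM each) in PBS pH 7.4, 0.01% Tween-20 meets compound (up to 110 uM) for 30 min at RT before bead addition.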
# PGK inhibitor – blocks T. brucei phosphoglycerate kinase; P07378; PGK/GAPDH coupled, Kinase-Glo luminescence, 60 min; Potency, µM (titrated, usually from 57.5 µM), without a hit: top-dose activity change, negative = inhibition, actives largely listed as inhibitors; 380,000 tested, 0.043% active; note: potency is the fitted concentration of half-maximal effect; % is set by controls: 0 for no effect and ±100 for the full control effect; nearly all actives have a fitted effect of over 60% in size
# Target sequence (P07378 whole entry, looked up): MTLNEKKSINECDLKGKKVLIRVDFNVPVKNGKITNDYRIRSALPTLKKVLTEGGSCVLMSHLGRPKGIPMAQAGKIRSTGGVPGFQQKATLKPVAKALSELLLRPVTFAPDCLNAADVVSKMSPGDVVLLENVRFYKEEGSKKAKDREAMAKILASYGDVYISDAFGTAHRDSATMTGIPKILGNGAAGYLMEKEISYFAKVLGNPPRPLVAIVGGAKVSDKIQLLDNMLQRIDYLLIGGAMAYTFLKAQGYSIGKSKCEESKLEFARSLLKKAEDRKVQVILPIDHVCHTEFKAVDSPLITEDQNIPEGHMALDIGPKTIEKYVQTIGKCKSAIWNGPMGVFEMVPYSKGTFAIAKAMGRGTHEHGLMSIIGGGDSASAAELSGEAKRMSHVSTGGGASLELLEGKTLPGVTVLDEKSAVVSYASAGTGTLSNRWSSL
#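 Recombinant glycosomal PGK reaction used 1,3-bisphosphoglycerate generated in-well by GAPDH (100nM final) in 100mM TEA pH 7.6, 5mM MgCl2, 0.01% Tween-20. After 60 minutes at room temperature, ATP was read by Kinase-Glo Plus luminescence end-point.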
# An asterisk follows results filed as active; i = inactive; u = inconclusive; x = not tested or not shown; & = joins results of further samples; [ ] = remark or other dose. Unless noted, calls come from the whole dose curve; as a rule, active = well fitted curve in the direction sought with a large enough effect; inconclusive = small, poorly fitted or top-dose-only effect, or another doubt; inactive = no such curve, though single readings can be large; an effect the other way counts as inactive or inconclusive. Some of the compounds tested; rates above refer to the full screens.
SMILES,HP1b chromo inh,POLH inh,JMJD2A Tudor inh,GLS inhibitor,PI4K2A inh,Pin1 inhibitor,G9a inh,BAZ2B inh,PGK inhibitor
COc1ccc(NC(=O)COC(=O)/C=C/c2cccs2)c(OC)c1,35.0%,-16.5%,9.8%,-1.4%,0.4,1.3%,7.8%[12.7 µM],-3.6%,-6.5%
FC(F)(F)c1nnc2c(Sc3ccccc3)nc3ccc(Cl)cc3n12,28.4%,-14.3%,-3.8%,15.2%,-0.4,u,31.4%,-1.6%,3.6%
CCOC(=O)c1c(NC(=O)CSc2nnc(-c3ccc(C)cc3)o2)sc(C(C)=O)c1C,23.3%,-4.2%,-3.7%,0.0%,2.2,u,-1.0%[59 µM],11.3%,x
Cc1cc(C)c(C)c(C(=O)COC(=O)CNC(=O)CN2C(=O)c3ccccc3C2=O)c1C,8.0%,-16.9%,-15.5%,-2.0%,2.5,9.7%,23.2%[59 µM],-2.9%,-2.9%
Nc1nnc(CCCCCc2nnc(N)s2)s1,41.9%[activator],-14.1%,-11.8%,2.2%,0.4,0.1%,u,x,-6.1%
COc1ccc(-c2ccnc3c2c(=O)n(C)c(=O)n3C)cc1OC,22.0%,5.2%,-5.6%,-3.4%,-3.5,-9.3%,-10.7%[59 µM],-12.1%,-5.9%
Cc1ccc(C(=O)Nc2ccccc2C(=O)NC(CC(=O)O)C(=O)O)cc1 (centres undefined),25.0%,-3.6%,-19.4%,8.0%,0.4,u,u,-38.0%,2.3%
Cc1ccc(S(=O)(=O)NCCC(=O)OCC(=O)Nc2cccc(Cl)c2)cc1,63.5%[activator],-13.3%,-11.3%,-6.0%,-3.5,-1.7%,20.7%[2.33 µM],-3.6%,-4.5%
CN(C)c1ccc(/C=N/Nc2nc3ccccc3o2)cc1,30.5%,-14.2%,-16.4%,12.4%,-17.2,-7.7%,2.7%,-2.0%,-2.8%
Cc1cccc2cc(C#N)c(N3CCOCC3)nc12,136.1%[activator],-8.6%,80.4%[activator],-2.9%,-1.3,-2.1%,x,49.6%[activator],-8.4%
COc1cc(C=C2C(=O)c3ccccc3C2=O)cc(OC)c1OC,42.2%,-1.9%,-3.4%,-9.1%,-4.6,1.8%,u,-30.8%,14.6%
O=C(OCC(=O)N1CCc2ccccc21)[C@@H]1CC(O)CN1S(=O)(=O)c1ccccc1[N+](=O)[O-] (some centres undefined),24.8%,-15.8%,-11.8%,-0.6%,3.7,-2.8%,x,x,-5.2%
O=C(Nc1cccc([N+](=O)[O-])c1)c1ccc(CSc2ccccc2)cc1,23.5%,-7.5%,-12.7%,-6.3%,1.7,11.4%,7.1%[12.7 µM],-8.1%,-3.7%
COc1ccc(N2CCN(Cc3nc4c(c(=O)[nH]c(=O)n4C)n3Cc3ccccc3C)CC2)cc1,18.6%,-22.3%,-4.3%,-1.5%,4.6,5.6%,28.2µM*,-23.0%,-1.3%
CC(=O)NC12CC3CC(C1)CC(C(=O)N(C)CC(=O)Nc1cccc(F)c1)(C3)C2,50.9%[activator],-20.5%,9.1%,-7.5%,6.6,-9.7%,15.3%[12.7 µM],-4.6%,-4.9%
Cc1cccc(N2CCN(CCNC(=O)c3cc4c(s3)CS(=O)(=O)C4)CC2)c1C,13.4%,-9.2%,-29.7%,36.2%[activator],0.2,15.5%,-30.2%,-16.8%,x
CCOc1ccccc1N1CCN(C(=O)NCc2ccc(Cl)cc2)CC1,14.5%,-4.2%,-11.3%,-1.6%,4.2,1.2%,10.7%,3.1%,2.1%
CN(C)CCC(=O)C(Cc1ccccc1)c1ccccc1 (centres undefined),65.8%[activator],-3.1%,-3.5%,28.4%,30.3,7.6%,x,x,0.8%
C[C@@H]1CN([C@@H](C)CO)C(=O)c2cc(Br)cnc2O[C@@H]1CN(C)Cc1cncnc1,x,-29.3%,x,0.2%,0.7,x,x,x,1.6%
NC(=O)c1ccsc1NC(=O)CS(=O)(=O)c1ccc(F)cc1,17.8%,-3.6%,-0.7%,2.8%,12.0,0.1%,-5.3%,15.8%,9.5%
CCOC(=O)c1c(C)c(C)n(Cc2ccc(OC)c(OC)c2)c1C,-4.2%,-8.0%,-34.6%,-3.2%,3.1,12.7%,22.1%,-37.9%,-9.9%
Cc1ccc(CNC(=O)C2CCN(S(=O)(=O)c3ccc(Br)s3)CC2)cc1,12.4%,-0.7%,-2.1%,7.5%,-1.2,9.7%,-1.8%,5.2%,-12.0%
O=c1c2sc3ccccc3c2n(Cc2ccc(F)cc2Cl)c(=O)n1Cc1ccccc1,17.0%,-18.4%,-5.1%,1.1%,-2.2,1.4%,5.8%[59 µM],1.9%,-7.4%
CC(C)(C)NC(=O)COC(=O)/C=C/c1ccc(F)cc1,26.1%,-22.1%,1.4%,-9.5%,4.2,-0.7%,13.3%[59 µM],-22.4%,1.3%
CN(CC(=O)Nc1ccccc1C(F)(F)F)C(=O)Cn1c(=O)oc2ccccc21,40.9%[activator],-18.6%,-5.4%,-2.2%,-1.9,-1.9%,5.9%,13.1%,6.3%

# (further entries)
SMILES,HP1b chromo inh,POLH inh,JMJD2A Tudor inh,GLS inhibitor,PI4K2A inh,Pin1 inhibitor,G9a inh,BAZ2B inh,PGK inhibitor
CCc1ccc(C2=NN(CCC(=O)NCc3cccs3)C(=O)CC2)cc1,18.6%,-12.0%,-22.4%,-0.2%,-2.6,9.3%,-5.4%,6.5%,-3.4%
CCOc1ccccc1/C=N/NC(=O)c1nnn(-c2nonc2N)c1CN1CCCCCC1,16.6%,-10.1%,-16.6%,1.3%,-0.9,5.6%,x,x,-2.8%
CC1(C)Cc2nc3oc4c(=O)n(CC(=O)Nc5ccccc5)cnc4c3cc2CO1,30.6%,-11.5%,-3.5%,-16.1%,-2.3,29.4%,-1.9%,-4.4%,-4.6%
CCC(CC)c1nnc(NC(=O)COc2ccc3c(C)cc(=O)oc3c2)s1,12.4%,-8.0%,-8.5%,2.3%,1.5,3.4%,-10.9%[0.0925 µM],-12.7%,-8.8%
CN1CCN(c2ccccc2NC(=O)c2ccc(N3CCCCC3)c([N+](=O)[O-])c2)CC1,u,-13.5%,50.1µM*,3.6%,4.1,0.7%,u,39.8µM*,-0.5%
CC(C)(C)[C@@H]1COC(=O)[C@H](Cc2ccc(F)cc2)CC/C=C\C[C@@H](CC(=O)NCCO)C(=O)N1,17.6%,-8.9%,-16.4%,11.6%,-3.6,-5.1%,x,x,0.5%
CCc1ccc(C(=O)COC(=O)CNC(=O)CNS(=O)(=O)c2ccccc2)cc1,12.7%,-19.7%,-17.9%,2.2%,6.3,-4.2%,29.0%,-2.0%,-2.6%
CC1CCc2c(C(=O)NCc3ccco3)csc2C1 (centres undefined),22.0%,-9.0%,-6.2%,8.4%,1.3,-3.5%,56.2µM*,-36.9%,-1.4%
CCOc1ccccc1NC(=O)C(OC(=O)c1cnccn1)c1ccccc1 (centres undefined),31.2%,-10.3%,-5.5%,-1.8%,3.2,-2.8%,-39.9%,2.8%,-1.6%
CCOC(=O)c1c(NC(=O)CCN2C(=O)c3cccc([N+](=O)[O-])c3C2=O)sc(C(=O)OC(C)C)c1C,26.6%,-7.8%,-11.3%,-1.2%,-7.4,6.1%,-47.1%,-8.5%,-3.9%
Cc1ccccc1SCC(=O)NCC(c1ccc(F)cc1)N1CCOCC1 (centres undefined),15.4%,-22.6%,-10.1%,-1.2%,-3.0,3.4%,x,x,-9.3%
N#C/C(=C\C=C\c1ccccc1[N+](=O)[O-])C(=O)NCc1ccccc1,u,4.1%,u,-8.9%,7.3,-1.8%,39.8µM*,u,i
CCOc1ncccc1C(=O)Nc1ccc(OC)c(S(=O)(=O)N2CCOCC2)c1,26.2%,7.4%,-13.1%,1.5%,-2.5,6.8%,-11.0%,3.3%,-9.0%
COc1ccc2sc(C)nc2c1NC(C)=O,15.4%,-4.9%,-11.2%,1.6%,-3.0,-2.1%,-0.2%,4.0%,-8.9%
Cc1nc2nc(SCC(=O)NCCc3ccc(Cl)cc3)nn2c(C)c1Cc1ccccc1,2.0%,-22.9%,-27.0%,-4.6%,-0.9,29.8%,-3.0%[59 µM],-15.3%,-9.1%
O=C1C=CC(=Nc2cccc3c2C(=O)c2ccccc2-3)O1,32.7%[57 µM],-24.9%,-17.2%,1.1%,-18.8,u,x,x,-8.2%
Cc1ccc(C(=O)NS(=O)(=O)c2ccccc2)cc1,-11.7%,-14.0%,-12.0%,6.1%,1.6,1.6%,25.7%,-24.8%,i
COc1ccc(C(=O)NC(=S)NCc2cccnc2)cc1Br,69.2%[activator],-11.2%,-20.6%,13.4%,-5.8,5.8%,-50.9%,u,x
COCCSc1nnc(NC(=O)c2cc(OC)c(OC)cc2[N+](=O)[O-])s1,38.6%[activator],1.0%,-7.0%,-11.3%,-0.5,-11.6%,30.6%[12.7 µM],-35.1%,-2.1%
Nc1ncnc2c1C(c1ccccc1)c1c(ccc3ccccc13)O2 (centres undefined),12.0%,1.0%,-23.2%&-21.9%,16.3%,-0.7,-1.1%&5.9%,x,x,-5.9%
O=S1(=O)[C@H]2C[C@@H]3C=C[C@@]2(CN1Cc1ccc(Cl)cc1)O3,59.5%[activator],-2.6%,-12.7%,-0.8%,-3.7,-1.2%,8.1%,8.8%[57.1 µM],i
CCOc1ccc(CNC(=O)c2cc3ccccn3n2)cc1OC,9.9%,-8.1%,-13.3%,8.6%,-6.5,-6.2%,-22.5%[59 µM],-9.7%,7.9%
O=C1CCSc2c1ccc1ccccc21,226.5%[activator],-22.2%,129.2%[activator],3.9%,5.4,-1.0%,x,x,8.7%

# High-throughput results deposited in PubChem BioAssay by National Center for Advancing Translational Sciences (NCATS).
